APE1 inh – qHTS Assay for Inhibitors of the Human Apurinic/apyrimidinic Endonuclease 1 (APE1); Potency, µM (highest dose often 65.8 µM), for inactives: at the highest dose activity change, negative = inhibition, actives largely listed as inhibitors; 350,000 compounds, 0.35% hits; recombinant APE1, TAMRA/BHQ-2 abasic DNA cleavage fluorescence; DNA repair nuclease/redox regulator APEX1 (Homo sapiens), P27695;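 also: potency is read from the fitted curve at half-maximal effect; plate controls were vehicle for no effect and reference inhibitor for full effect; nearly all actives have a fitted effect of over 55% in size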
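APE1 at 0.75 nM preincubated 15 min at room temperature with compound. Reaction then started with 50 nM double-stranded THF-abasic substrate labelled with TAMRA/BHQ-2, and 525/598 nm fluorescence read kinetically. Activity taken as third-minus-first read difference, normalized to DMSO and NSC13755 controls.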
Anesthetic bind – qHTS Assay for Identification of Novel General Anesthetics | Potency, µM (doses to about 77.5 µM), without a hit: at the highest dose activity change, negative = displacement, usual class: inhibitors | 350,000 compounds, 0.074% hits | Ferritin light chain (Equus caballus), P02791 | AID 485281, 2010 | apoferritin/1-aminoanthracene competitive binding, fluorescence; also: potency is read from the fitted curve at half-maximal effect; % is scaled to controls: 0 for no effect and ±100 for the full control effect; nearly all actives have a fitted effect of over 20% in size
Target sequence (P02791 2-175 limits assumed): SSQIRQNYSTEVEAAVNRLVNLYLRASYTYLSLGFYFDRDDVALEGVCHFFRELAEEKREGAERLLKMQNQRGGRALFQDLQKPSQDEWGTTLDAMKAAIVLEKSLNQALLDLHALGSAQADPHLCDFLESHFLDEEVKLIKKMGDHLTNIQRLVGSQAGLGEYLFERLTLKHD
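Horse-spleen apoferritin (10 uM) in 50% saturated 1-aminoanthracene in PBS was incubated 10 min at room temperature with compound. Fluorescence (ex 380, em 535 nm) was normalized to free and bound 1-AMA, with concentration-response fitted by a four-parameter Hill equation.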
POLB inh – qHTS Assay for Inhibitors of DNA Polymerase Beta | P06746 | Pol beta primer extension/strand displacement, fluorescence kinetic | Potency, µM (highest dose often 114 µM), inactives show top-dose activity change, negative = inhibition, actives largely listed as inhibitors | 340,000 compounds, 1.3% hits; also: potency is read from the fitted curve at half-maximal effect; % is scaled to controls: 0 for no effect and ±100 for the full control effect
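Preincubation: enzyme (10 nM) with compound, 15 min, RT. Reaction: substrate added to 50 nM final. Reads: 0 and 10 min. Analysis: normalized, Hill fit.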
Pol iota inh – qHTS for Inhibitors of Polymerase Iota. DNA polymerase iota (Homo sapiens), Q9UNA4. Pol iota fluorescent replication assay, 10 min. 390,000 compounds, 1% hits. AID 588590, 2011. Potency, µM (highest dose often 115 µM), inactives show top-dose activity, negative = inhibition, hits mostly inhibitors; also: potency is read from the fitted curve at half-maximal effect
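Pol iota at 10 nM preincubated 15 min with compounds at room temperature; reaction started with fluorescent substrate, 50 nM final. Fluorescence read kinetically at 0 and 10 min; buffer-only wells as negative control.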
Pol eta inh – qHTS for Inhibitors of Polymerase Eta; recombinant Pol eta, fluorescent DNA replication assay; Potency, µM (series often up to 114 µM), for the others: top-dose activity change, negative = inhibition, actives largely listed as inhibitors; AID 588591, 2011; 390,000 compounds, 1.2% hits; DNA polymerase eta (Homo sapiens), Q9Y253; also: potency is read from the fitted curve at half-maximal effect; % is scaled to controls: 0 for no effect and ±100 for the full control effect
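Pol eta (10 nM) was preincubated with compounds for 15 min at room temperature, after which fluorescent replication substrate (50 nM final) was added to start the reaction. Fluorescence was read kinetically at 0 and 10 min.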
RXFP1 antagonist – qHTS Assay for Antagonists of the Relaxin Receptor RXFP1 | Relaxin receptor 1 (Homo sapiens), Q9HBX9 | HEK293-RXFP1, relaxin-stimulated cAMP HTRF, 30 min; hits give low values | activity change, negative = inhibition, % at 57.5 µM | 350,000 compounds, 0.59% hits;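 active = activity change of -60% or lower, but not beyond a set lower limit; inconclusive = change between -60% and -40%, or beyond the set limit; inactive = change above -40%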; also: % is scaled to controls: 0 for no effect and ±100 for the full control effect
Pol kappa inh – qHTS for Inhibitors of Polymerase Kappa. 400,000 compounds, 0.53% hits. purified Pol kappa, fluorescent DNA synthesis assay, 10 min. AID 588579, 2011. Potency, µM (titrated, usually from 107 µM), inactives show at the highest dose activity, negative = inhibition, actives largely listed as inhibitors. DNA polymerase kappa (Homo sapiens), Q9UBT6; also: potency is read from the fitted curve at half-maximal effect; % is scaled to controls: 0 for no effect and ±100 for the full control effect
Target sequence (Q9UBT6 whole entry, looked up): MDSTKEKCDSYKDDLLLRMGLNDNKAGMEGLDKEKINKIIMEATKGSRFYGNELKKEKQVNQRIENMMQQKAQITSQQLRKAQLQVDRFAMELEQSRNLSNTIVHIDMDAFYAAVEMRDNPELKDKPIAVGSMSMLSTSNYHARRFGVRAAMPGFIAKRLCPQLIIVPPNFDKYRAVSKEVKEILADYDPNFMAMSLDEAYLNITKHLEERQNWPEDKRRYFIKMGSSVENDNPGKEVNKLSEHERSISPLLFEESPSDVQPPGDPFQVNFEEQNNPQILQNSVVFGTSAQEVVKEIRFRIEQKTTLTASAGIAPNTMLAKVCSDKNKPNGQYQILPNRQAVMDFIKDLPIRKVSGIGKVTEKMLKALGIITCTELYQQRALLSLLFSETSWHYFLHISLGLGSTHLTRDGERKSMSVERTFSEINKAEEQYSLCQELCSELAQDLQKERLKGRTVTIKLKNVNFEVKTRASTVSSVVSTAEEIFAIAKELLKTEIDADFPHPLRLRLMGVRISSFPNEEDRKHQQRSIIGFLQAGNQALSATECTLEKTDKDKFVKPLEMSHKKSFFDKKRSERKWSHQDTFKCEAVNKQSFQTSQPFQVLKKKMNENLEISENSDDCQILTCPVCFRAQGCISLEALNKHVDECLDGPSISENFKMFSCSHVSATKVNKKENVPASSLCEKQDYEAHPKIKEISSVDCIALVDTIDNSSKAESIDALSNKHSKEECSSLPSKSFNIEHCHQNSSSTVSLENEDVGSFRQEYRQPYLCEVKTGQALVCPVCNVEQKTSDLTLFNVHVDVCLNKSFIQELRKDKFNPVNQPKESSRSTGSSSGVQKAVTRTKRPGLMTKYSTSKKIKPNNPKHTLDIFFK
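Kinetic fluorescence screen: compound preincubated 15 min RT with 10 nM enzyme; 50 nM substrate (final) initiates; reads at 0/10 min.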
Tb PGK inh – qHTS Assay to Find Inhibitors of Phosphoglycerate Kinase. PGK/GAPDH coupled, Kinase-Glo luminescence, 60 min. 380,000 compounds, 0.043% hits. AID 602233, 2012. Potency, µM (doses to about 57.5 µM), for inactives: at the highest dose activity change, negative = inhibition, hits mostly inhibitors; also: potency is read from the fitted curve at half-maximal effect; % is scaled to controls: 0 for no effect and ±100 for the full control effect; nearly all actives have a fitted effect of over 60% in size
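Recombinant glycosomal PGK reaction used 1,3-bisphosphoglycerate generated in-well by GAPDH (100nM final) in 100mM TEA pH 7.6, 5mM MgCl2, 0.01% Tween-20. After 60 minutes at room temperature, ATP was read by Kinase-Glo Plus luminescence end-point.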
BLM helicase inh – qHTS Assay for Inhibitors of Bloom's syndrome helicase (BLM); 350,000 compounds, 0.2% hits; recombinant BLM DNA unwinding, fluorescence dequenching; RecQ-like DNA helicase BLM (Homo sapiens), P54132; Potency, µM (titrated, usually from 56.1 µM), for inactives: top-dose activity change, negative = inhibition, actives largely listed as inhibitors;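 also: potency is read from the fitted curve at half-maximal effect; plate controls were vehicle for no effect and no enzyme for full effect; nearly all actives have a fitted effect of over 35% in size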
Starred values were filed as active, the others as inactive; i = inactive; ? = inconclusive; / = no result given; & = joins results of further samples; [ ] = dose if it differs, or a comment. Unless noted, calls follow the shape of the dose curve; as a rule, active = well fitted curve in the direction sought with a large enough effect; inconclusive = small, poorly fitted or top-dose-only effect, or another doubt; inactive = no such curve, though single readings can be large; an effect the other way counts as inactive or inconclusive. A portion of the library (hit frequency here may not be typical).

SMILES | APE1 inh | Anesthetic bind | POLB inh | Pol iota inh | Pol eta inh | RXFP1 antagonist | Pol kappa inh | Tb PGK inh | BLM helicase inh
COc1cc(OC)cc(-c2sc3ccc(OC)cc3c2C#CCCO)c1 | -14% | / | / | 14% | -18% | / | -6% | -7% | /
CCN=C(NC#N)SCc1c(F)cccc1Cl | -5% | 1% | 28% | 3% | -13% | -12 | 3% | -10% | 0%
Cc1cc(=O)c2cc3nc(-c4cccnc4)oc3c(Br)c2o1 | ? | -12% | 40µM* | / | / | / | / | / | -21%
Oc1c(C=NCc2ccncc2)sc2ccccc12 | -3% | -17% | 0% | 5% | -1% | 7 | -20% | -1% | 0%
CNC(=S)NC(CC(=O)OC)c1ccc2c(c1)OCO2 (stereo not given) | 1% | -3% | -13% | 25% | -16% | 15 | 2% | i | -2%
Cc1ccc(NC(=O)CN(C)C(=O)C(C)OC(=O)CNC(=O)c2ccc(Cl)c([N+](=O)[O-])c2)cc1 (stereo not given) | 7% | / | / | 36%[activator] | 3% | 3 | -1% | -2% | /
COc1ccc(C(=O)COC(=O)C(C)N2C(=O)C3C4CCC(C4)C3C2=O)cc1 (stereo not given) | 86%[activator] | -11% | 7% | 9% | -2% | 4 | -9% | 7% | -3%
CC(=O)OCCCNc1cc(SCc2ccco2)c2nonc2c1[N+](=O)[O-] | ? | -13% | 14µM* | 3.2µM* | 22µM* | -9 | 13µM* | -8% | -17%
CCn1c(=N)n(CC(=O)c2ccc(OC)cc2)c2ccccc21 | 10% | -13% | 34% | -1% | -5% | 0 | -6% | -1% | -14%
COc1cc(/C=N/NC(=O)c2cccc([N+](=O)[O-])c2)cc(OC)c1O | 14% | -10% | 1% | -12% | -19% | -3 | -10% | -6% | -16%
COc1cccc(C2C(=O)N(C3CCCCC3)CC(=O)N2Cc2ccc(F)cc2)c1 (stereo not given) | 0% | -4% | 5% | 58%[activator] | -10% | -2 | -13% | 5% | -7%
COc1ccc(C(=O)NCCc2ccccc2F)cc1OC1CCN(C(C)=O)CC1 | 6% | -6% | 4% | 15% | -21% | 2 | -1% | -1% | 2%
CCC(C)NC(=O)[C@@H]1CCCN1C(=O)C1CCN(S(=O)(=O)c2ccc(C)cc2)CC1 (stereo not given in full) | -22% | -1% | 25% | -15% | 6% | 4 | -7% | 4% | 1%
Cc1ccc2c(c1)NC(=O)CC(c1ccccc1)=N2 | -1% | -12% | -19% | 4% | 12% | 5 | -4% | i | 3%
COc1ccc(Cn2c(C)nnc2-c2cnn(C)c2N)cc1OC | -2% | -5% | 0% | -21% | -5% | 17 | -4% | 5% | 5%
Cc1ccc(NC(=O)N2CCCC2C(=O)NCCC2=CCCCC2)cc1 (stereo not given) | 13% | -6% | -2% | 29% | -12% | -11 | -6% | 7% | 0%
Cc1cccc(C)c1NC(=O)CNC(=O)c1cn(-c2ccccc2)nc1-c1ccccc1 | 2% | -22% | 26% | -4% | -8% | -17 | -7% | 6% | -3%
COc1cc(NS(=O)(=O)c2ccc(NC(=S)NC(=O)C(C)(C)C)cc2)nc(OC)n1 | 2% | -15% | -11% | -10% | -2% | 15 | -12% | -5% | -3%
COc1ccccc1N1CCN(C/C(O)=C(\C#N)c2nc(-c3ccccc3)cs2)CC1 | -3% | -6% | ? | -1% | 2% | 27 | -14% | / | -11%
COCC(C)n1c(-c2ccc3c(c2)NC(=O)CO3)csc1=Nc1ccc(OC(F)F)cc1 (stereo not given) | -4% | 1% | -2% | 13%&2% | -29%&-12% | -5&-6 | -3%&-22% | 0%&3% | -14%
Cn1cnnc1SCCOc1ccc(Cl)cc1 | -3% | -14% | 0% | 24% | -11% | 1 | -6% | -9% | -2%
NNC(=O)c1ccc(-c2cccc([N+](=O)[O-])c2)o1 | -1% | ? | 73% | 0% | -6% | 13 | -10% | 1% | 3%
CCOc1ccc(S(=O)(=O)N2CCCC(C(=O)Nc3cc(C)cc(C)c3)C2)cc1 (stereo not given) | 33% | -7% | -1% | 75%[activator] | 4% | 6 | -2% | -5% | -2%
COc1cccc(C(=O)N(Cc2cc3cc(C)ccc3[nH]c2=O)CC2CCCO2)c1 (stereo not given) | 2% | ? | 31%[activator] | 17% | 9% | -9 | -2% | 4% | 0%
COc1ccc(NC(=O)CN(C)C(=O)C23CC4CC(CC(C4)C2)C3)cc1 | 16% | ? | 26% | 33%[activator] | -22% | -9 | -9% | -11% | -3%
Cc1noc(C)c1C(=O)Nc1ccc2ccccc2c1 | 17% | -8% | 2% | 4% | -11% | -3 | -14% | i | -1%
NC(=O)c1cc2ccccc2o/c1=N\NC(=O)c1ccc(F)cc1 | 70%[activator] | -5% | 11% | -14% | 1% | 3 | -14%[60.1 µM] | -6% | 0%
NC(=NC(=O)c1ccccc1)N1N=CCC1c1ccccc1 (stereo not given) | -1% | -11% | 24% | -10% | -10% | -18 | 6% | -6% | -1%
CCCNC(=O)c1ccc(CN2CCOCC2)cc1 | -3% | -2% | 39% | 20% | -4% | -1 | 7%[60.1 µM] | -3% | -1%
CC1=NOC(=O)/C1=C\c1ccc2c(c1)OCO2 | 24% | -5% | 20% | 34%[activator] | -16% | -4 | -7% | 7% | -2%
Cc1ccccc1C(=O)OCc1cc(=O)n2nc(C3CC3)sc2n1 | / | -13% | 10% | 14% | -5% | / | -3% | 0% | -3%
COc1ccc(-c2csc(NC(=O)c3cc(-c4cccs4)nc4ccccc34)n2)c(OC)c1 | 0% | -10% | -28% | 2% | -6% | -19 | -16% | -5% | -3%
CCc1noc(C)c1C(=O)N1CCN(S(=O)(=O)c2ccc(Cl)cc2)CC1 | 15% | / | / | 67%[activator] | -17% | -2 | -10% | 8% | /
O=C(CN1C(=O)c2ccccc2S1(=O)=O)c1ccc(O)c(O)c1 | 8% | -13% | 5% | ? | 4% | -22 | -25% | -5% | -1%
COc1cc(S(=O)(=O)Nc2cccc(C)c2)ccc1N=Cc1c(C)[nH]n(-c2ccccc2)c1=O | -7% | 0% | 0% | / | / | / | / | / | -7%
CCC(C)c1ccccc1N1CC(C(=O)N(C)CC(=O)Nc2cccc(F)c2)CC1=O (stereo not given) | 31% | / | / | 28% | -14% | -9 | 3% | -9% | /

Part of the list above, with tabs.
Structure	APE1 inh	Anesthetic bind	POLB inh	Pol iota inh	Pol eta inh	RXFP1 antagonist	Pol kappa inh	Tb PGK inh	BLM helicase inh
O=C(CN1C(=O)c2ccccc2S1(=O)=O)c1ccc(O)c(O)c1	8%	-13%	5%	?	4%	-22	-25%	-5%	-1%
COc1cc(S(=O)(=O)Nc2cccc(C)c2)ccc1N=Cc1c(C)[nH]n(-c2ccccc2)c1=O	-7%	0%	0%	/	/	/	/	/	-7%
CCC(C)c1ccccc1N1CC(C(=O)N(C)CC(=O)Nc2cccc(F)c2)CC1=O (stereo not given)	31%	/	/	28%	-14%	-9	3%	-9%	/

Additional compounds:
SMILES | APE1 inh | Anesthetic bind | POLB inh | Pol iota inh | Pol eta inh | RXFP1 antagonist | Pol kappa inh | Tb PGK inh | BLM helicase inh
CCOc1cc(C(=O)N/N=C\c2cn(CC)nc2C)cc(OCC)c1OCC | 4% | -17% | 13% | 176%[activator] | -22% | -1 | -2% | i | -2%
Cc1ccc(C(=O)N/C(=C\c2cccs2)C(=O)NCCCn2ccnc2)cc1C | -2% | -8% | 20% | 1% | -15% | -8 | -6% | -3% | -2%
CC(=O)C1=C(C)NC(SCC(=O)c2ccc(Cl)c(Cl)c2)=C(C#N)C1c1ccco1 (stereo not given) | 5% | -10% | 2% | 27% | -15% | 2 | -5% | 1% | -9%
Cc1cc(C(=O)NNC(=O)COc2c(C)cc(Br)cc2C)n[nH]1 | -5% | -9% | 19% | 31%[activator] | -19% | 7 | -3% | -1% | -1%
CCC(=O)N1CCc2cc(Br)cc(S(=O)(=O)N3CCCC(C(=O)NCc4ccc(OC)cc4)C3)c21 (stereo not given) | / | -8% | -1% | -4% | 2% | / | 3% | -8% | -5%
Cn1c(=O)c2[nH]c(=O)cnc2n(C)c1=S | -2% | -3% | ? | ? | 13% | -3 | -16% | 2% | -2%
CC(=O)N1CCN(c2ccc(NC(=O)COc3ccc(Cl)cc3Cl)cc2)CC1 | -4% | -9% | 0% | -13% | -2% | 2 | -12% | -4% | -6%
CC(=O)Nc1nc2c(F)cccc2s1 | / | / | / | 27% | -12% | -5 | 3% | i | /
Cc1cc(NC(=O)c2ccccc2F)n(-c2nc3ccccc3[nH]2)n1 | -2% | -13% | ? | 15% | -9% | -2 | -14% | 7% | -9%
COc1ccccc1NC(=S)N(CCc1nc2cc(C)c(C)cc2[nH]1)Cc1cccnc1 | 0% | -13% | -10% | 2% | -2% | -2 | 3% | -8% | -15%
Cc1c(C)[n+](=O)c2c(n1[O-])CCC2 | 0% | -12% | 16% | -2% | -12% | 2 | -16% | 4% | -3%
Cc1ccc(S(=O)(=O)N2CCN(C(=O)N3CCOCC3)C2c2ccc(N(C)C)cc2)cc1 (stereo not given) | 10% | 0% | -4% | 0% | -13% | -3 | -1% | -7% | -2%
COc1cccc(N2CCN(C(=O)CC(NC(=O)c3ccccc3)c3ccccc3)CC2)c1 (stereo not given) | 1% | / | / | 55%[activator] | -3% | -7 | -8% | i | /
C/C(=N\Nc1nc(N)cc(Cl)n1)c1ccc(F)cc1 | 6% | -9% | -22% | -8% | -4% | 6 | -5% | 3% | 4%

Screening data from PubChem.
